Screens: PubChem BioAssay, several laboratories
Yeast life ext: yeast lifespan extension; S. cerevisiae growth with nicotinamide, OD615; deaD strain in restrictive glucose medium; hit rate 0.68% among 130,000; inhibition of the nicotinamide effect, % at 10 µM;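 active = inhibition above a set limit, placed 3 SD over the median of all compounds, cut at about 26% in these data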;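 also: 0% = nicotinamide-treated wells and 100% = cells grown without nicotinamide; some compounds called inactive have numbers as strong as hits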
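Test system – modified budding yeast, DeaD strain · Compound – single dose 10 µM compound, 0.25% DMSO · Times – culture preincubation 4 h, compound exposure 48 h, both 30 °C · Detection – optical density (absorbance) at 615 nm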
PTEN del growth: suppresses growth of cells with PTEN deletion; HCT116 PTEN-null viability, CellTiter-Glo, 60 h; stronger effect = lower value; viability, % at 10 µM; hit rate 1.2% among 140,000; AID 827;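 active = viability at or below a set limit, 4 SD under the median of all tested compounds, cut at about 3.7% in these data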;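 also: PTEN knockout HCT116 line with beta catenin targeted HCT116 as companion control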
Measles CPE: protection of cells from measles virus; protection (pct of control), % at 4 µM; hit rate 1.5% among 140,000; Measles virus-infected cells, CPE protection, absorbance; in the data active = protection mostly above about 24%, no sharp cut-off; inactive = mostly below about 26%; also: some compounds called inactive have numbers as strong as hits
Phagocytosis inh: blocks phagocytosis by macrophages; J774A.1 macrophage IgG-bead phagocytosis, imaging; inhibition, % at 5 µM; hit rate 0.07% among 110,000; AID 1029;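 active = inhibition above the mean of the plate negative controls plus 5 SD, cut at about 13% in these data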;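 also: phagocytic index as fraction of beads internalized from green versus red external bead signal; plate controls were DMSO negative control for no effect and cytochalasin-D positive control for full effect; some results beyond the cut were filed as inactive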
HCT116 bCat-KO: beta-catenin-lacking colon tumor cell growth suppression; hit rate 1.5% among 140,000; viability, % at 10 µM; HCT116 beta-catenin knockout viability, CellTiter-Glo, 60 h; stronger effect = lower value; AID 818;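 active = viability at or under a set limit, the compound median less 4 SD, cut at about 6% in these data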;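 also: 0% = Hyamine 1622 control at 20 µM and 100% = untreated cell control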
BB579 growth dn: yeast BB579 growth reduction in restrictive medium. inhibition, % at 10 µM. S. cerevisiae BB579 growth, OD615, 48 h. AID 804. hit rate 0.51% among 140,000;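 active = inhibition above a set limit, 3 SD over the mean compound inhibition, cut at about 44% in these data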; also: inactives centre near -24
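Test system: S. cerevisiae DeaD strain BB579 yeast; Medium: restrictive CSMM-D medium; Compound: one dose, 10 µM compound with 0.25% DMSO; Incubation: 4 h cell preincubation, 48 h compound exposure, 30 °C humidified; Signal: OD at 615 nm; Benchmarks: amphotericin B at 10 µg/mL as positive control.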
E-sel TNF inh: blocks E-selectin expression induced by TNF alpha; hit rate 0.71% among 120,000; HUVEC TNFa-induced E-selectin immunofluorescence, high content; inhibition, % at 2 µM;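 active = inhibition above the batch mean plus 3 SD, and confirmed as a hit on visual image review, cut at about 43% in these data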;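 also: 0% = TNF-stimulated DMSO wells and 100% = unstimulated control wells; not every result past the cut was called active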
GALR2 antag: antagonists of human galanin receptor 2 (GALR2) | O43603 | GALR2-expressing cells, antagonist mode | inhibition, % at 4 µM | hit rate 0.39% among 140,000 | AID 828; in the data active = inhibition above about 27%;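 also: cells stimulated with galanin 1-16 at roughly its EC80; 0% = agonist challenge control and 100% = basal control without agonist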
Target sequence (O43603 whole entry, looked up): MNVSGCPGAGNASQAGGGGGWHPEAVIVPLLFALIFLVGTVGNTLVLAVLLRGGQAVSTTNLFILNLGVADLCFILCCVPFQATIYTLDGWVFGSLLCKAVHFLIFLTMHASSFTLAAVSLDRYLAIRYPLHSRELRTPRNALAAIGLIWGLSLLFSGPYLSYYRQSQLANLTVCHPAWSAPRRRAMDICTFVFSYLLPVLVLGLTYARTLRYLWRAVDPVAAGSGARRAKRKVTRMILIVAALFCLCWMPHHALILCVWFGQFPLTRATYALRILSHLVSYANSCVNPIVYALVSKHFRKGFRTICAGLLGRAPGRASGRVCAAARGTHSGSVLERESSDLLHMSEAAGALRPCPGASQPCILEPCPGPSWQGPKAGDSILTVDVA
NPY Y2 blocker: blocks the human neuropeptide Y Y2 receptor | NPY-Y2 expressing cells, antagonist mode | inhibition, % at 2.7 µM | hit rate 0.99% among 140,000 | AID 793; in the data active = inhibition above about 17%;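 also: 0% = vehicle with agonist challenge and 100% = reference antagonist with challenge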
Target sequence (P49146 whole entry, looked up): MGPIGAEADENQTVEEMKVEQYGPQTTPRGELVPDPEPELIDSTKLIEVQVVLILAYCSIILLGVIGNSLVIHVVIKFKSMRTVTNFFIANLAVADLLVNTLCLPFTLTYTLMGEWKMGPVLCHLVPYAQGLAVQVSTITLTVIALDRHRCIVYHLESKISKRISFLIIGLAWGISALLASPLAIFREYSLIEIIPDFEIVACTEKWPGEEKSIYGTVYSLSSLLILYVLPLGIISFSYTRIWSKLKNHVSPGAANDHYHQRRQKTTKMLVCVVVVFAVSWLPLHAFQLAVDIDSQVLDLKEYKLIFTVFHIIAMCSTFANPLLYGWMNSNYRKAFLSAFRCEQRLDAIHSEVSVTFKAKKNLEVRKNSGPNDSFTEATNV
MRP-1 activ: activates MRP-1; H69AR cells + doxorubicin, viability rescue, CellTiter-Glo; viability increase, % at 10 µM; hit rate 0.61% among 140,000;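 active = viability gain under doxorubicin at or above a set limit, the compound median plus 3 SD, cut at about 4.7% in these data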;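 also: MRP-1 overexpressing cells given doxorubicin 25 µM after compound pretreatment; 18-22 h compound pretreatment then 72 h with doxorubicin before readout; 0% = doxorubicin-only wells and 100% = vehicle-treated cells without doxorubicin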
Numbers without * were called inactive; . = not tested or not shown. Rows were taken by chance; overall some 6.1% were active at least once.

SMILES | Yeast life ext | PTEN del growth | Measles CPE | Phagocytosis inh | HCT116 bCat-KO | BB579 growth dn | E-sel TNF inh | GALR2 antag | NPY Y2 blocker | MRP-1 activ
Cc1ccc(N(C(C)C(=O)Nc2ccc(S(=O)(=O)N3CCOCC3)cc2)S(C)(=O)=O)cc1 (configuration not stated) | -16 | 89 | 19 | -1 | 86 | -33 | -26 | -2 | -5 | -3.0
Cc1cc(C)cc(N(C(=O)C(F)(F)F)C(C(=O)NC2CCCCC2)c2cccs2)c1 (configuration not stated) | -1 | 98 | 7 | . | 94 | -20 | -5 | -8 | 0 | 0.0
CCOC(=O)NC(NC(=O)OCC)C(=O)c1ccc(F)cc1 | -21 | 95 | 37 | 2 | 95 | -50 | 5 | 3 | 2 | -1.8
COc1cccc(C(=O)NC2CCN(CC(=O)Nc3nccs3)CC2)c1 | -24 | 85 | 17 | . | 97 | -34 | 5 | 14 | 2 | -3.2
Cc1cc(C)c2[nH]c(=O)c(CN(Cc3ccco3)C(=O)C3CCCO3)cc2c1 (configuration not stated) | -32 | 82 | 6 | 0 | 84 | 11 | -15 | 6 | 1 | -1.4
CCSc1sccc1C1C(C#N)=C(N)N(c2cccnc2)C2=C1C(=O)CC(C)(C)C2 (configuration not stated) | -8 | 73 | 2 | -1 | 89 | -24 | . | 14 | 3 | -4.2
Nc1nc(CSc2ccccn2)nc(Nc2ccccc2)n1 | -13 | 87 | 1 | 2 | 85 | -35 | -12 | 5 | 2 | -0.5
CC1CCN(S(=O)(=O)c2ccc(NC(=O)CSc3nnnn3C)cc2)CC1 | -11 | 104 | 14 | -1 | 108 | -34 | -21 | 5 | -3 | -1.1
CS(=O)(=O)N1CCN(c2ncccn2)CC1 | -2 | 94 | 5 | 2 | 90 | -30 | -41 | 19 | 0 | -1.4
O=C(O)C1CCCN1C(=O)Nc1ccc(Cl)cc1 (configuration not stated) | 4 | 103 | 26* | -4 | 96 | -42 | -7 | -1 | 4 | 0.0
CC(=O)N(CC(=O)Nc1nn(-c2ccccc2)nc1C(N)=O)Cc1ccccc1 | -7 | 97 | 30 | 0 | 98 | -22 | 6 | 2 | 3 | 1.3
CC1(O)c2ccccc2C(=O)N1Cc1ccccc1 (configuration not stated) | -14 | 92 | 8 | 0 | 93 | -44 | 4 | 1 | 0 | -2.2
COc1ccc(/C=C2/SC(c3ccc(C)cc3)=NC2=O)cc1OC | -4 | 81 | 4 | -1 | 74 | -10 | . | -2 | -1 | 3.5
CCN(CC)C(=O)CSc1nc(O)cc(=O)n1CC | 7 | 98 | 5 | . | 86 | -36 | 15 | 7 | 2 | -1.6
CCOC(=O)N1CCN(CC(O)COC2CC(C)CCC2C(C)C)CC1 (configuration not stated) | -17 | 88 | 6 | -1 | 85 | -5 | 7 | -7 | 4 | -4.6
O=C(c1ccco1)N1CCN(C(=O)c2ccc(COc3ccc(F)cc3)o2)CC1 | -8 | 94 | 4 | -1 | 114 | -28 | . | 4 | -1 | 0.2
c1coc(Cn2c(SCc3nc4ccccc4[nH]3)nnc2-c2cnccn2)c1 | -12 | 88 | 26 | -1 | 103 | -14 | 26 | 5 | -1 | -1.9
O=C(NCCC1=CCCCC1)c1ccc(Cl)c([N+](=O)[O-])c1 | -7 | 94 | 10 | 0 | 85 | -57 | . | -8 | 2 | -3.8
CCN1CCN(C(=O)c2c(-c3c(F)cccc3Cl)noc2C)CC1 | 2 | 104 | 17 | 0 | 106 | -84 | -4 | -1 | 1 | -1.1
O=C(NC(NC(=S)Nc1c(Cl)cccc1Cl)C(Cl)(Cl)Cl)c1cccc([N+](=O)[O-])c1 (configuration not stated) | 9 | 13 | 24 | -4 | 34 | 8 | . | 9 | -2 | -5.0
O=C(COc1ccccc1Cl)N1CCN(c2ccc([N+](=O)[O-])c(N3CCOCC3)c2)CC1 | -18 | 87 | 11 | 0 | 88 | 6 | -44 | 0 | 5 | -0.7
Cc1ccc2oc3nc(C)c(C(=O)O)cc3c(=O)c2c1 | -5 | 71 | 7 | . | 73 | 27 | -21 | -1 | 1 | -4.1
COc1ccc(Cl)cc1NC(=O)c1ocnc1C | -11 | 102 | 35 | 0 | 96 | -29 | . | -6 | 1 | -1.9
O=C(CN1CCOCC1)Nc1ncc(Cc2ccccc2Cl)s1 | -24 | 88 | 2 | 2 | 89 | -21 | -9 | 0 | 1 | -2.3
O=C(O)CC(CNS(=O)(=O)c1ccccc1)c1ccccc1 (configuration not stated) | -7 | 96 | 27 | 1 | 89 | -13 | -20 | 9 | 0 | -1.1
O=C(c1cc(C2CC2)on1)N1CCOCC1 | -3 | 102 | 12 | 0 | 98 | -6 | . | . | . | -0.6
O=c1c2c3c(sc2n(CCN2CCCC2)c(=O)n1Cc1ccco1)CCCCC3 | 0 | 62 | 5 | -1 | 61 | -36 | . | 11 | 9 | -5.3
CN(C)CC(O)COc1cc2ccccc2cc1C(=O)N1CCCCC1 (configuration not stated) | 0 | 90 | 2 | 0 | 95 | -16 | . | -6 | 4 | -2.3
O=C(c1cc(Cl)ccc1[N+](=O)[O-])n1cnc2ccccc21 | 0 | 95 | 6 | -5 | 100 | -23 | 44 | 8 | -2 | -2.0
O=C(CSc1nncs1)N1c2ccccc2Sc2ccccc21 | -6 | 86 | 7 | -1 | 95 | -48 | . | 29* | 0 | -2.5
CCN(CC)CCOc1cccc(C(C)C)c1 | -5 | 102 | 4 | -1 | 102 | -28 | -15 | 10 | 3 | 0.3
Cc1nc2ccccc2n1C(=O)c1ccccc1[N+](=O)[O-] | -2 | 97 | 32 | -2 | 90 | -27 | 2 | 12 | 4 | -2.9
FC(F)Oc1ccc(-c2csc(=Nc3cccnc3)n2CC2CCCO2)cc1 (configuration not stated) | 7 | 26 | 17 | -3 | 15 | -14 | -13 | 12 | 8 | -3.9
CCOc1ccccc1NC(=O)c1cccc(S(=O)(=O)N(Cc2ccccc2)c2ccccc2OC)c1 | 5 | 78 | 4 | -11 | 78 | -55 | . | -5 | 6 | 1.4
CCOC(=O)c1cn(Cc2cccc(Cl)c2)nn1 | -1 | 102 | 12 | -6 | 97 | -40 | . | -7 | 1 | 0.5
COc1cccc(Nc2ncccc2C(=O)O)c1 | -2 | 101 | 10 | 0 | 100 | -36 | 13 | 6 | 3 | -3.1

Whole records as entered above. Order of values: Yeast life ext, PTEN del growth, Measles CPE, Phagocytosis inh, HCT116 bCat-KO, BB579 growth dn, E-sel TNF inh, GALR2 antag, NPY Y2 blocker, MRP-1 activ
`Cc1nc2ccccc2n1C(=O)c1ccccc1[N+](=O)[O-]` reads -2, 97, 32, -2, 90, -27, 2, 12, 4, -2.9
`O=C(c1cc(C2CC2)on1)N1CCOCC1` reads -3, 102, 12, 0, 98, -6, ., ., ., -0.6
`CCOC(=O)c1cn(Cc2cccc(Cl)c2)nn1` reads -1, 102, 12, -6, 97, -40, ., -7, 1, 0.5

Remaining list, next part:
SMILES | Yeast life ext | PTEN del growth | Measles CPE | Phagocytosis inh | HCT116 bCat-KO | BB579 growth dn | E-sel TNF inh | GALR2 antag | NPY Y2 blocker | MRP-1 activ
CCCNC(=O)c1ccc(OC)cc1OC | -21 | 83 | 7 | . | 88 | -23 | 2 | -1 | 3 | -1.8
O=C(O)CNc1nc(-c2ccccc2)nc2ccccc12 | -6 | 101 | 15 | 0 | 97 | -57 | 5 | 12 | 0 | -0.6
Cc1oc(-c2ccccc2Cl)nc1Cn1cccc1C1=NC(c2ccccc2)CO1 (configuration not stated) | -2 | 61 | 4 | -4 | 59 | -28 | -47 | -3 | 7 | -0.2
Cn1cc(C(=O)NCN2CCCCC2)c2ccccc21 | -6 | 83 | 0 | 0 | 84 | -17 | -4 | 9 | 3 | -0.5
FC(F)(F)c1cccc(NC(=S)NCC(c2cccnc2)N2CCOCC2)c1 (configuration not stated) | -1 | 93 | 11 | -7 | 91 | -11 | . | 1 | 1 | -3.4
CCC(=O)Nc1ccccc1C(=O)N1CCN(Cc2ccccc2)CC1 | -3 | 95 | 0 | -1 | 103 | -1 | -7 | -9 | 1 | -2.5
COC(=O)c1cc2sc(Cl)cc2n1CC(=O)Nc1ccc(OC)c(OC)c1OC | -10 | 59 | 10 | . | 75 | -30 | . | -5 | 6 | -5.7
CC1CC(C)(C)NCCNC(C)CC(C)(C)NCCN1 (configuration not stated) | 0 | 104 | 5 | -1 | 100 | -16 | 3 | 5 | -2 | -1.6
O=C(CSc1nnc(-c2ccc(F)cc2)c2ccccc12)Nc1ccccc1 | -4 | 75 | 12 | -4 | 80 | 42 | -3 | 2 | 0 | -4.6
CCOC(=O)c1ccc(N2C(=O)CC(C3CCCO3)C2=O)cc1 (configuration not stated) | -16 | 100 | 5 | 0 | 102 | -13 | 16 | 6 | 2 | 0.7
Nc1c(S(=O)(=O)c2cccc(Cl)c2)c2nc3ccccc3nc2n1CCN1CCOCC1 | -8 | 90 | 4 | 0 | 81 | -46 | 27 | 11 | 0 | -1.2
Cc1ccc(N(CC(=O)NCC2CCCO2)S(C)(=O)=O)cc1Cl (configuration not stated) | -7 | 93 | 10 | . | 84 | -48 | 2 | 5 | 1 | -1.4
O=C(NC(=S)Nc1ccc(Cc2ccncc2)cc1)c1ccccc1Cl | 6 | 96 | 6 | 5 | 90 | -27 | . | 5 | 6 | 2.7
CCCCn1c(NC(=S)Nc2ccccc2)nc2ccccc21 | -6 | 30 | 3 | -10 | 41 | 5 | 4 | 3 | 10 | -3.6
COC(=O)C1=C(N)Oc2cc(C)n(CC3CCCO3)c(=O)c2C1c1ccccc1 (configuration not stated) | -4 | 86 | 6 | -5 | 91 | -26 | . | 0 | 3 | -2.2
CCCOP(=O)(c1ccc(N(C)C)cc1)C(O)c1cccnc1 (configuration not stated) | 0 | 97 | 8 | -1 | 102 | -32 | 9 | 2 | 3 | -1.0
COc1ccc(NC(=O)Nc2ccc(N(C)C)cc2)cc1 | -10 | 100 | -1 | -2 | 97 | -52 | -2 | 6 | 3 | 0.8
O=C1CN(C(=O)c2ccc(Br)o2)C(c2ccccc2)c2cc(F)ccc2N1 (configuration not stated) | -9 | 70 | 9 | 0 | 82 | 0 | 18 | 6 | 2 | -3.9
O=C(O)C1CCC(=O)N1C1CCCC1 (configuration not stated) | -6 | 99 | 5 | -1 | 100 | -33 | -34 | 19 | 3 | -1.1
CC(C)CC(=O)N1CCN(S(=O)(=O)c2ccccc2)CC1 | -4 | 98 | 0 | 2 | 97 | -32 | 12 | -4 | -3 | -0.9
Cc1ccc(NC(=O)Cc2nnc(SCC(=O)Nc3ccccc3)n2C)cc1 | 2 | 108 | 5 | -4 | 98 | -10 | 36 | 8 | -2 | 0.7
Cc1nnc(NC(=O)CCC(=O)N2CCC(C)CC2)s1 | -6 | 86 | 11 | . | 88 | 12 | -17 | -10 | 3 | -2.3
Cn1c(CCc2ccccc2)nnc1SCC(=O)N1CCCC1 | -13 | 110 | 5 | 0 | 100 | -76 | 2 | 15 | 1 | -0.3
